Bcl-B displacement: displacers of TR3 peptide from Bcl-B, primary screen, selectivity assay for Bfl-1 inhibitor project, biochemical, fluorescence polarization. one-dose displacement, % at 20 µM; IC50 in µM for titrated hits. AID 748. FP displacement of FITC-TR3 peptide from Bcl-B; higher % means a stronger effect. actives 0.11% (n = 96,000);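 active = displacement above 50% at 20 µM plus a fluorescence interference ratio under 1.5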;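 also: plate controls were wells without compound for no effect and wells lacking Bcl-B protein for full effect; a part of the inactive calls stands beside numbers as strong as those of hits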
IL1B NFkB inh: blocks IL-1B driven NFkB nuclear translocation in HUVEC cells; HUVEC IL-1B NFkB p65 nuclear translocation imaging; inhibition, % at 2 µM; actives 0.43% (n = 94,000);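 active = inhibition above about 30% together with a positive call from visual inspection of the well image, limit read from the data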;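 also: nuclear over cytoplasmic p65 intensity ratio measured by imaging; 0% = IL-1B stimulated DMSO wells and 100% = unstimulated DMSO wells; values of inactives mirror those of a sister screen read the other way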
MRP reversal: MRP-mediated drug resistance reversal; actives 0.04% (n = 85,000); AID 602; differential viability (reversal), % at 10 µM; H69AR cells + 2 uM doxorubicin, CellTiter-Glo, 72 h;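 active = viability drop by adding the cancer drug above about 55%, with treated viability meeting a 40% cutoff, limit read from the data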;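 also: viability without doxorubicin minus viability with 2 µM doxorubicin for each compound; larger differential means the compound sensitizes cells more to doxorubicin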
IL1B NFkB pot: enhances IL-1B driven NFkB nuclear translocation; HUVEC IL-1B NFkB p65 nuclear translocation imaging; activation, % at 2 µM; actives 0.3% (n = 94,000); AID 819;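 active = activation above 40%, about the mean plus 3 SD, also judged a hit on visual image review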;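 also: percent activation is computed from the nuclear over cytoplasmic p65 intensity ratio; values of inactives mirror those of a sister screen read the other way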
PLAP inhibitors HTS: inhibition of human placental alkaline phosphatase – biochemical, luminescence, HTS (AID 690); purified PLAP, luminescent substrate; higher % means a stronger effect; actives 0.08% (n = 96,000); one-dose inhibition, % at 20 µM; IC50 in µM for titrated hits; in the data active = a potency from the dose series; inactive = the rest, 99 in 100 with inhibition below about 30%; also: strong numbers were not always called active
MRP reversal cytotoxicity: recorded beside MRP reversal, whose call it bears; viability, %; H69AR cells, CellTiter-Glo, 72 h; measured here: cytotoxicity without doxorubicin
MRP reversal with doxorubicin: recorded beside MRP reversal, whose call it bears; viability, %; measured here: viability with 2 uM doxorubicin; stronger effect = lower value
IL1B NFkB inh cell count 2 µM: further read-out of IL1B NFkB inh, marked with its call; cell count; measured here: cells passing quality filter;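 raw number of nuclei counted in each imaged well without normalization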
IL1B NFkB pot cell count 2 µM: recorded beside IL1B NFkB pot, whose call it bears; cell count; measured here: cells passing quality filter
Active calls of the source: *; nt = no result given.

Sample of the layout, 16 compounds:
SMILES	Bcl-B displacement	IL1B NFkB inh	IL1B NFkB inh cell count 2 µM	MRP reversal	MRP reversal cytotoxicity	MRP reversal with doxorubicin	IL1B NFkB pot	IL1B NFkB pot cell count 2 µM	PLAP inhibitors HTS
O=Cc1cn(CC(=O)N2CCOCC2)c2ccccc12	nt	-17	119	19	96	77	17	119	nt
COc1ccc(C2C(C#N)=C(N)Oc3cc(C)n(Cc4ccncc4)c(=O)c32)cc1 (stereo not given)	4%	-14	129	17	92	74	14	129	-2%
Cc1[nH]c2ccc(C(=O)OCCN(C)C)cc2c1C	-1%	-5	164	2	95	93	5	164	-26%
O=C(Nc1cccc(O)c1)c1noc2c1CCCCC2	-14%	nt	nt	-2	62	63	nt	nt	16%
Cc1ccccc1-c1nnc(-c2ccccc2)o1	9%	nt	nt	18	92	74	nt	nt	4%
CC(=O)N(C(C)=O)c1ncc2c([nH]c3ccccc32)c1C#N	1%	-2	133	-12	37	49	2	133	-3%
CCOC(=O)c1[nH]nc(N)c1NC(=O)c1ccc(Cl)cc1Cl	nt	-7	141	-9	71	80	7	141	nt
COc1ccc(-n2c(=S)[nH]c3cc(C(=O)NCCCN4CCCC4=O)ccc3c2=O)cc1OC	-3%	-28	174	8	98	90	28	174	-31%
OCCOCCOCCn1c2ccccc2c2ccccc21	-4%	8	100	6	97	91	-8	100	-39%
Cn1c(=O)[nH]c(=O)c2c1nc(N1CCc3ccccc3C1)n2CCSc1nc2ccccc2s1	-6%	1	165	9	87	78	-1	165	-10%
CCCOc1nc2c(c(=O)n(C)c(=O)n2C)n1CC	5%	-11	59	-17	78	94	11	59	-2%
COC(=O)c1[nH]c2ccc(C)cc2c1NC(=O)CN1CCN(Cc2ccccc2)CC1	-6%	-8	157	4	69	66	8	157	-38%
CCC1(O)c2ccccc2-c2ncccc21 (stereo not given)	8%	6	172	-11	98	109	-6	172	5%
CCCCn1cnc2c1c(=O)n(CC(=O)c1cc(C)n(C)c1C)c(=O)n2CC(C)C	1%	2	171	-3	85	87	-2	171	-41%
O=C(Nc1ccc(Cl)cc1C(F)(F)F)c1ccc(Cl)cc1	0%	10	147	nt	nt	nt	-10	147	8%
Cc1cc(C)nc(NC(=O)CCC2CCCC2)c1	nt	-6	169	-12	88	100	6	169	nt

The list itself, from the start:
SMILES	Bcl-B displacement	IL1B NFkB inh	IL1B NFkB inh cell count 2 µM	MRP reversal	MRP reversal cytotoxicity	MRP reversal with doxorubicin	IL1B NFkB pot	IL1B NFkB pot cell count 2 µM	PLAP inhibitors HTS
O=Cc1cn(CC(=O)N2CCOCC2)c2ccccc12	nt	-17	119	19	96	77	17	119	nt
COc1ccc(C2C(C#N)=C(N)Oc3cc(C)n(Cc4ccncc4)c(=O)c32)cc1 (stereo not given)	4%	-14	129	17	92	74	14	129	-2%
Cc1[nH]c2ccc(C(=O)OCCN(C)C)cc2c1C	-1%	-5	164	2	95	93	5	164	-26%
O=C(Nc1cccc(O)c1)c1noc2c1CCCCC2	-14%	nt	nt	-2	62	63	nt	nt	16%
Cc1ccccc1-c1nnc(-c2ccccc2)o1	9%	nt	nt	18	92	74	nt	nt	4%
CC(=O)N(C(C)=O)c1ncc2c([nH]c3ccccc32)c1C#N	1%	-2	133	-12	37	49	2	133	-3%
CCOC(=O)c1[nH]nc(N)c1NC(=O)c1ccc(Cl)cc1Cl	nt	-7	141	-9	71	80	7	141	nt
COc1ccc(-n2c(=S)[nH]c3cc(C(=O)NCCCN4CCCC4=O)ccc3c2=O)cc1OC	-3%	-28	174	8	98	90	28	174	-31%
OCCOCCOCCn1c2ccccc2c2ccccc21	-4%	8	100	6	97	91	-8	100	-39%
Cn1c(=O)[nH]c(=O)c2c1nc(N1CCc3ccccc3C1)n2CCSc1nc2ccccc2s1	-6%	1	165	9	87	78	-1	165	-10%
CCCOc1nc2c(c(=O)n(C)c(=O)n2C)n1CC	5%	-11	59	-17	78	94	11	59	-2%
COC(=O)c1[nH]c2ccc(C)cc2c1NC(=O)CN1CCN(Cc2ccccc2)CC1	-6%	-8	157	4	69	66	8	157	-38%
CCC1(O)c2ccccc2-c2ncccc21 (stereo not given)	8%	6	172	-11	98	109	-6	172	5%
CCCCn1cnc2c1c(=O)n(CC(=O)c1cc(C)n(C)c1C)c(=O)n2CC(C)C	1%	2	171	-3	85	87	-2	171	-41%
O=C(Nc1ccc(Cl)cc1C(F)(F)F)c1ccc(Cl)cc1	0%	10	147	nt	nt	nt	-10	147	8%
Cc1cc(C)nc(NC(=O)CCC2CCCC2)c1	nt	-6	169	-12	88	100	6	169	nt
COCCCNC(=O)CCSc1ccc(Cl)cc1	-2%	nt	nt	-6	86	92	nt	nt	11%
NC(=O)C1(NC(=O)[C@@H]2CC3(CC(c4cccc(NC(=O)[C@@H]5CCC(=O)N5)c4)=NO3)CN2C(=O)Cc2ccc(C(F)(F)F)cc2)CC1 (stereo not given in full)	5%	1	110	nt	nt	nt	-1	110	-61%
C=C(C)CN=c1scc(C)n1/N=C/c1ccco1	-8%	-5	124	15	101	86	5	124	-20%
O=C(CN(C(=O)CNS(=O)(=O)c1ccccc1)C1CCCC1)NCc1ccco1	-10%	nt	nt	2	93	92	nt	nt	-66%
COc1ccc(-c2cc(C(F)(F)F)c3c(=O)n(-c4ccccc4)[nH]c3n2)cc1	4%	-6	164	-11	58	69	6	164	-15%
C=CCCCCCCCCC(=O)NNC1=CC(=O)CC(C)(C)C1	-5%	-6	145	12	95	83	6	145	-20%
c1ccc(C(Cc2nc(-c3ccccn3)no2)c2ccccc2)cc1	14%	-8	161	4	88	84	8	161	-51%
Cc1nc(Sc2nnnn2-c2ccccc2)c(C#N)c(C)c1C	-11%	0	213	2	88	85	0	213	26%
Clc1ccc(CSc2ncccn2)cc1	-1%	-4	108	2	98	97	4	108	-14%
O=C(CCN1C(=O)C2CC=C(Cl)CC2C1=O)NCc1ccco1 (stereo not given)	4%	-10	141	-10	94	105	10	141	-46%
COc1ccccc1-c1noc(-c2ccccc2C(=O)Nc2ccccc2)n1	4%	-18	133	-14	88	102	18	133	-2%
COc1cccc(OCc2nnc(SCC(=O)OC3CCCCC3)n2C)c1	-1%	6	115	8	94	86	-6	115	13%
Cc1ccc(C)c(S(=O)(=O)Nc2ccccc2C(=O)Nc2cc(C)on2)c1	-2%	nt	nt	-5	70	75	nt	nt	-37%
O=C(NCc1ccncc1)c1cccc(F)c1	-6%	nt	nt	4	93	89	nt	nt	-4%
O=C(Nc1ccc(Br)cc1)c1ccco1	10%	-13	108	13	105	92	13	108	17%
Cc1ccc(-c2nc(CSCC(=O)N3CCN(C(=O)c4ccco4)CC3)c(C)o2)cc1	10%	-24	188	-2	71	74	24	188	-62%
O=C(COC(=O)CCC(=O)c1ccc(Cl)cc1)NCC1CCCO1 (stereo not given)	3%	-1	150	-4	91	95	1	150	-56%
Cc1ccc(-c2cc(C(=O)NCc3cccs3)no2)cc1	-4%	-14	132	0	98	98	14	132	15%
Cc1c(C(=O)N2CCCc3ccccc32)oc2ccc(S(=O)(=O)N3CCOCC3)cc12	-1%	-4	109	-14	59	73	4	109	-28%
COCCCNC(=O)C1CC(=O)N(c2ccc(C)cc2)C1 (stereo not given)	-1%	5	179	-2	92	95	-5	179	-3%
O=C(NC1CCCCC1)C1CC(=O)N(c2ccc(Cl)cc2)C1 (stereo not given)	-6%	-4	153	1	98	97	4	153	9%
O=C(Cn1ncc(Cl)c(Cl)c1=O)c1ccc(Cl)cc1	nt	16	159	-1	1	2	-16	159	nt
CCOC(=O)Cc1csc(NC(=S)NC(=O)c2ccccc2C)n1	3%	50*	144*	nt	nt	nt	-50	144	4%
O=c1cc(CSc2nc3cc(Cl)ccc3o2)nc2sccn12	-2%	6	196	6	73	67	-6	196	0%
O=c1[nH]c2ccc(Cl)cc2c(O)c1-c1ccccc1	-9%	1	120	nt	nt	nt	-1	120	-5%
Cc1cc(C)n(C(=O)CN2C(=O)c3ccccc3C2=O)n1	-1%	-6	121	nt	nt	nt	6	121	-3%
CNc1nc2[nH]c(=O)c3c(c2s1)OC(N)=C(C#N)C3c1cccc(F)c1 (stereo not given)	-172%	-23	173	nt	nt	nt	23	173	12%
CCOc1cc(C(=O)Nc2ccc3c4c(cccc24)C(=O)N3CC)cc(OCC)c1OCC	-26%	6	146	nt	nt	nt	-6	146	-80%
COc1cccc(-c2c(NC(=O)c3ccco3)n(-c3ccc(C)cc3)nc(C)c2=O)c1	6%	-13	101	nt	nt	nt	13	101	-4%
O=C(NNS(=O)(=O)c1ccccc1)c1ccncc1	-7%	-1	144	nt	nt	nt	1	144	-12%
CCOC(=O)C(NC(=O)CC)(Nc1ccc(S(=O)(=O)Nc2onc(C)c2C)cc1)C(F)(F)F (stereo not given)	-6%	-1	126	-19	82	101	1	126	-17%
C/C=C/c1ccc(OCCCNC)c(OC)c1	6%	2	71	24	86	62	-1	71	-73%
Cc1ccc(C)n1-c1ccc(-n2cnnn2)cc1	-2%	-10	143	10	98	89	10	143	-17%
NC(=O)CSc1nnc(-c2cnccn2)n1-c1ccccc1	-4%	-7	125	11	96	84	7	125	20%
Cc1cc(N2CCOCC2)nc2ccc(NC(=O)CCC(=O)N3CCCCC3)cc12	5%	3	143	nt	nt	nt	-3	143	-35%
CC(C)C(=O)Nc1nnc(SCC(=O)N2c3ccccc3CC2C)s1 (stereo not given)	10%	6	170	12	79	67	-6	170	-4%
Cc1nn(-c2cc(N3CCCC3)ccc2[N+](=O)[O-])c(=O)c2ccccc12	-3%	-15	134	-40	33	72	15	134	15%
CCn1c(CSCc2ccc(F)cc2)nnc1SCC(=O)NCc1ccccc1	-2%	-15	137	nt	nt	nt	15	137	-81%
CC1CN(C2CCN(C(=O)c3ccccc3Cl)CC2)CC(C)O1 (stereo not given)	4%	nt	nt	1	88	86	nt	nt	-34%
COc1ccc(NC(=O)Cn2nnc(-c3ccccc3N)n2)cc1OC	9%	-20	166	-22	79	100	21	166	13%
CCc1ccc(NC2=NCC(=O)N2Cc2ccc3c(c2)OCO3)cc1	-7%	nt	nt	5	94	89	nt	nt	-29%
Cc1cc(N2CCCCC2)nc(SCc2ccc(C#N)cc2)n1	-10%	-8	192	5	95	90	8	192	-5%
CCN1CCN(C(c2ccc(OC)cc2)C(O)C(=O)c2c[nH]c3ccccc23)CC1 (stereo not given)	-8%	-3	187	-5	86	91	3	187	-22%
CCOCCCNC(=O)C(NC(=O)c1ccccn1)c1ccc(C)cc1 (stereo not given)	nt	-25	153	11	100	89	25	153	nt
Carrying on.
SMILES	Bcl-B displacement	IL1B NFkB inh	IL1B NFkB inh cell count 2 µM	MRP reversal	MRP reversal cytotoxicity	MRP reversal with doxorubicin	IL1B NFkB pot	IL1B NFkB pot cell count 2 µM	PLAP inhibitors HTS
COc1ccccc1N(CC(=O)NC1CCCCC1)S(C)(=O)=O	10%	3	106	-1	101	102	-3	106	-30%
CCn1c(Sc2nc(C)nc3scc(-c4cccs4)c23)n[nH]c1=O	-16%	-6	197	-1	3	4	6	197	-55%
O=C(NCCc1cn2ccccc2n1)c1ccc(Br)o1	0%	-2	77	12	96	84	2	77	2%
NC(=O)c1c(NC(=O)CSc2nc3c(c(C(F)(F)F)n2)CCc2ccccc2-3)sc2c1CCCC2	0%	2	134	nt	nt	nt	-2	134	7%
O=C(CSc1nc2c(c(=O)n1-c1ccc(F)cc1)SCC2)NCC1CCCO1 (stereo not given)	6%	-1	59	-2	90	92	1	59	3%
CNC(=O)CN(Cc1ccccc1)S(=O)(=O)c1ccccc1	-8%	nt	nt	20	99	79	nt	nt	15%

Compound activity as filed in PubChem BioAssay.

These rows are one share of the data; the hit share may differ from the screen's.
